High-throughput results: PubChem BioAssay, several laboratories
BaF3 tox = counter-screen for JAK2V617F inhibitors: parental Ba/F3 viability inhibitors; CellTiter-Glo ATP luminescence; inhibition, % at 5.6 µM; 220,000 tested, 1.1% active; AID 1486;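 active = inhibition above a per-campaign cutoff, the mean inhibition of all tested compounds plus 3 SD, cut at about 27% in these data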;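 note: 0% = DMSO wells and 100% = JAK Inhibitor I control wells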
PPC-1+TRAIL kill = compounds killing PPC-1 cancer cells with TRAIL present (potentiator screen, no TRAIL-free arm); PPC-1 cells + TRAIL, ATPLite viability luminescence; 220,000 tested, 0.41% active; cell killing (% activity), % at 4 µM;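 active = cell killing above 50% in the first pass at 4 µM, then a duplicate retest at 5 µM averaging 50% or more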;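 note: plate controls were cells with TRAIL plus DMSO for no effect and medium-only wells lacking cells for full effect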
EP2 antag = EP2 receptor (human) inhibition | P43116 | C6 glioma cells expressing human EP2, cAMP TR-FRET; cells stimulated with saturating PGE2 | inhibition, % at 25 µM | 260,000 tested, 0.52% active | AID 1422;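 active = percent inhibition above 40 after rounding to a whole number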;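 note: rat C6 glioma host cells with rolipram phosphodiesterase inhibitor present; the protocol text gives 20 µM as final concentration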
RBBP9 inh = inhibitors of human serine hydrolase RBBP9 | O75884 | recombinant RBBP9, FP-Rh probe fluorescence polarization | inhibition, % at 7.94 µM | 220,000 tested, 0.2% active;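 active = inhibition above the campaign mean of all tested compounds plus 3 SD, cut at about 14% in these data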;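 note: plate controls were DMSO wells with RBBP9 for no effect and wells lacking RBBP9 protein for full effect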
Target sequence (O75884 whole entry, looked up): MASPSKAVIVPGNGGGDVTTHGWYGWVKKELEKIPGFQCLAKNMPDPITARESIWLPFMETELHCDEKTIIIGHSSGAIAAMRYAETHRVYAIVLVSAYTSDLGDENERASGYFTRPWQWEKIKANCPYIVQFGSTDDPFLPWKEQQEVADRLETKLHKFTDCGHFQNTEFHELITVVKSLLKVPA
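Test system: recombinant human RBBP9. Quantity: 2.5 µM RBBP9 dispensing solution, before mixing. Detection: FP readout at 525/598 nm. Reagent: Serine-hydrolase probe FP-Rh, 375 nM pre-mixing. Measure: % inhibition. Control set: DMSO-treated enzyme wells and wells lacking RBBP9. Buffer or medium: Tris-NaCl-Pluronic buffer, pH 8.0. Times: preincubation 30 min plus labeling 45 min at 25 °C.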
Tb hexokinase = T. brucei hexokinase 1 inhibition; inhibition, % at 10 µM; AID 1430; 220,000 tested, 0.11% active; recombinant TbHK1, G6PDH-coupled NADH A340;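 active = inhibition of 50% or more in the single-dose primary screen; inactive = inhibition below 50%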
Ba/F3 V617F tox = reduce viability of Ba/F3 cells dependent on JAK2V617F | Ba/F3 EpoR-JAK2V617F viability, ATP luminescence | inhibition, % at 5.6 µM | 220,000 tested, 1.1% active | AID 1446;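 active = inhibition above the campaign mean plus 3 SD over all tested compounds, cut at about 24% in these data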;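 note: cytokine-independent growth of Ba/F3 cells driven by EpoR plus mutant JAK2; 0% = DMSO-treated cells and 100% = JAK inhibitor I control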
Furin inhibitor = blocks human furin protease activity. P09958. purified furin, fluorogenic substrate cleavage. inhibition, % at 30 µM. 220,000 tested, 0.061% active. AID 463115; in the data active = inhibition above about 25%; note: inactives centre near -15
Target sequence (P09958 108-714 limits assumed): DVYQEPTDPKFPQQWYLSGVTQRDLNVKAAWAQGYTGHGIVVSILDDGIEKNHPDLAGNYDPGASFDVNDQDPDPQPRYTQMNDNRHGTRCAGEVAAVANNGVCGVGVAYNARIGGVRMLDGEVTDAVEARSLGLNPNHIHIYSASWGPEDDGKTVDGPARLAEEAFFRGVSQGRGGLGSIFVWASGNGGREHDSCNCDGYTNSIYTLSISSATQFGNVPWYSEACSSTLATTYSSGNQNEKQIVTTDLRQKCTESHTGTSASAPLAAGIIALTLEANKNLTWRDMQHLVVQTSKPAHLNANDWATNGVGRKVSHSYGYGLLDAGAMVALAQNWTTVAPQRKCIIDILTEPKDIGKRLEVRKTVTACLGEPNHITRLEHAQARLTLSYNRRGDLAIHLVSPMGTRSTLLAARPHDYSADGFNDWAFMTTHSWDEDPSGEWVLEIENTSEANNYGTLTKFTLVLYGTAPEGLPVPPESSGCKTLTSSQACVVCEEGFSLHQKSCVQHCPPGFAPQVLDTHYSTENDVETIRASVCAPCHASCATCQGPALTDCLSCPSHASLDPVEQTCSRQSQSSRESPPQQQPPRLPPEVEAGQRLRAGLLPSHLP
p97 inhibitor = human p97 ATPase inhibition | AID 1481 | P55072 | 220,000 tested, 0.42% active | recombinant p97 ATPase, Kinase-Glo ATP luminescence, 3 h | inhibition, % at 8 µM; in the data active = inhibition above about 15%;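 note: 0% = DMSO vehicle and 100% = wells lacking enzyme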
NCF1 inh = p47phox (human) inhibition; inhibition, % at 24.7 µM; P14598; p47phox/p22phox peptide binding, fluorescence polarization, 2 h; 220,000 tested, 0.53% active; AID 1274;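 active = inhibition above about 30%, limit read from the data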;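 note: 0% = p47phox with labelled peptide and 100% = labelled peptide alone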
The depositor's hits bear a star; nt = not tested or not shown; & = joins results of further samples; [ ] = dose if it differs, or a comment. A portion of the library (hit frequency here may not be typical).

1	CN(C)c1cncc(C(=O)O)c1
2	O=C(Nc1nc2ccc(S(=O)(=O)N3CCCCC3)cc2s1)c1ccncc1
3	CCOC(=O)N1CCN(C(=O)CNC(=O)c2nn(-c3ccc(OC)cc3)c(=O)c3ccccc23)CC1
4	COc1ccc(F)cc1C(=O)C1CCCN(Cc2cccn2-c2ccccn2)C1 (stereo not given)
5	COc1ccc(S(=O)(=O)N2c3cc(Cl)ccc3Oc3nc4ccccc4nc32)cc1
6	Cc1ccc(C(=O)Nc2c(C)cc(-c3ccc(Cl)cc3)oc2=O)cc1
7	Cc1ccc(OCC(=O)N2CCc3ccccc3C2)c([N+](=O)[O-])n1
8	CC12CN3CC(C)(CN(C1)C3c1ccc(Br)cc1)C2=O (stereo not given)

entry no. | 1 | 2 | 3 | 4 | 5 | 6 | 7 | 8
BaF3 tox | 6 | 4 | 4 | -3 | -1 | 4 | 4 | 3
PPC-1+TRAIL kill | 27 | 32 | 18 | 12 | 10 | 10 | 15 | 14
EP2 antag | 7 | 11 | 9 | 9 | 14 | 15 | 2 | 17
RBBP9 inh | -8 | -9 | -8 | -10 | -9 | -7 | 5 | 1
Tb hexokinase | -5 | -36 | 1 | -14 | 7 | -5 | -6 | 1
Ba/F3 V617F tox | 0 | -1 | -3 | 1 | -5 | -3 | -1 | -1
Furin inhibitor | -25 | 15[20 µM] | -14[20 µM] | -18 | -11[20 µM] | -9[20 µM] | -10 | -18
p97 inhibitor | 5 | 2 | 2 | -2 | 1 | 3 | 5 | -1
NCF1 inh | 6 | -20 | 4 | 8 | -8 | -6 | 5 | -10

Compound profiles, from the list above.
Cc1ccc(OCC(=O)N2CCc3ccccc3C2)c([N+](=O)[O-])n1 in the list: BaF3 tox = 4; PPC-1+TRAIL kill = 15; EP2 antag = 2; RBBP9 inh = 5; Tb hexokinase = -6; Ba/F3 V617F tox = -1; Furin inhibitor = -10; p97 inhibitor = 5; NCF1 inh = 5
COc1ccc(S(=O)(=O)N2c3cc(Cl)ccc3Oc3nc4ccccc4nc32)cc1 in the list: BaF3 tox = -1; PPC-1+TRAIL kill = 10; EP2 antag = 14; RBBP9 inh = -9; Tb hexokinase = 7; Ba/F3 V617F tox = -5; Furin inhibitor = -11[20 µM]; p97 inhibitor = 1; NCF1 inh = -8

(cont.)
9	CC(C)CNc1oc(-c2ccco2)nc1C#N
10	Cc1cccc(CCNC(=O)COc2cc(=O)n(C)c3ccccc23)c1
11	CCc1nc2ccccc2n1CC(=O)N(C(C)CC)C1CCS(=O)(=O)C1 (stereo not given)
12	COc1cc(NC(=O)c2ccc3c(c2)OCCO3)ccc1NC(=O)c1cccs1
13	COc1ccc(-n2c3c(cc(C(=O)N4CCCCC4)c2=O)C(=O)CC(C)(C)C3)cc1
14	Cc1ccc(C(=O)Nc2ccc(F)cc2F)o1
15	O=C1CC(c2cccs2)CC(O)=C1C=NCCN1CCNCC1 (stereo not given)
16	Cc1nc2nc(SCc3nc4ccccc4[nH]3)[nH]c2cc1Br

entry no. | 9 | 10 | 11 | 12 | 13 | 14 | 15 | 16
BaF3 tox | 1 | 7 | 7 | 5 | 2 | 7 | -1 | 0
PPC-1+TRAIL kill | 3 | 39 | 8 | 17 | 14 | -2 | 3 | 12
EP2 antag | 5 | 1 | 16 | 6 | 10 | 15 | 11 | 1
RBBP9 inh | 4 | 2 | -5 | -14 | -9 | 4 | -7 | -16
Tb hexokinase | -17 | -8 | -2 | 0 | 0 | -6 | -5 | -6
Ba/F3 V617F tox | -3 | 2 | 1 | -1 | 4 | 3 | -1 | 3
Furin inhibitor | -7[20 µM] | -20 | -12 | -30 | -5[20 µM] | -12[20 µM] | -6 | -11
p97 inhibitor | 4 | -1 | -1 | 6 | -5 | -1 | 4 | -6
NCF1 inh | -2 | 2 | 7 | -3 | -8 | -5 | -51 | -22

Fetched by compound from the entries so far (three):
14	Cc1ccc(C(=O)Nc2ccc(F)cc2F)o1
7	Cc1ccc(OCC(=O)N2CCc3ccccc3C2)c([N+](=O)[O-])n1
4	COc1ccc(F)cc1C(=O)C1CCCN(Cc2cccn2-c2ccccn2)C1 (stereo not given)

entry no. | 14 | 7 | 4
BaF3 tox | 7 | 4 | -3
PPC-1+TRAIL kill | -2 | 15 | 12
EP2 antag | 15 | 2 | 9
RBBP9 inh | 4 | 5 | -10
Tb hexokinase | -6 | -6 | -14
Ba/F3 V617F tox | 3 | -1 | 1
Furin inhibitor | -12[20 µM] | -10 | -18
p97 inhibitor | -1 | 5 | -2
NCF1 inh | -5 | 5 | 8

Next part
17	Cc1ccc(-c2csnn2)cc1
18	Cn1c(=O)oc2cc(S(=O)(=O)N3CCCC(C(=O)N4CCc5ccccc5C4)C3)ccc21 (stereo not given)
19	N#Cc1cc(-c2ccccc2)cnc1Sc1ccc(Cl)cc1
20	O=c1cc(N2CCCC2)[nH]c(=O)n1-c1ccc(Cl)cc1
21	COc1ccc(C(=O)/C=C/c2cn(CN3CCN(C)CC3)c3ccccc23)cc1
22	CCOC(=O)CSc1nc2c([nH]c3ccccc32)c(=O)n1C
23	C=C(C)C(=O)Nc1cccc(C2=NOC3(C2)C[C@H](C(N)=O)N(C(=O)CC#N)C3)c1 (stereo not given in full)
24	CCN(CC)C(=O)c1cc2cc([N+](=O)[O-])ccc2s1

entry no. | 17 | 18 | 19 | 20 | 21 | 22 | 23 | 24
BaF3 tox | 0 | 8 | -2 | 1 | 12 | 4 | nt | 3
PPC-1+TRAIL kill | 11 | 11 | -5 | 5 | -32 | 15 | 16 | 10
EP2 antag | 5 | 17 | 4 | 5 | nt | 8 | 18 | 8
RBBP9 inh | -4 | -13 | 1 | -9 | -3 | 3 | nt | -6
Tb hexokinase | 13 | -18 | -2 | 5 | -7 | -5 | -3 | -5
Ba/F3 V617F tox | 1 | 1 | -3 | -2 | 9 | 1 | nt | 5
Furin inhibitor | -16 | -8 | -11[20 µM] | -6[20 µM] | -18[20 µM] | -15 | -19 | -5
p97 inhibitor | 0 | -4 | 1 | 0 | 4 | 0 | nt | -2
NCF1 inh | -2 | 0 | -18 | -6 | -20 | 4 | -8 | 3

In a second layout: entries from further up.
No. | canonical_smiles | BaF3 tox | PPC-1+TRAIL kill | EP2 antag | RBBP9 inh | Tb hexokinase | Ba/F3 V617F tox | Furin inhibitor | p97 inhibitor | NCF1 inh
18 | Cn1c(=O)oc2cc(S(=O)(=O)N3CCCC(C(=O)N4CCc5ccccc5C4)C3)ccc21 (stereo not given) | 8 | 11 | 17 | -13 | -18 | 1 | -8 | -4 | 0
19 | N#Cc1cc(-c2ccccc2)cnc1Sc1ccc(Cl)cc1 | -2 | -5 | 4 | 1 | -2 | -3 | -11[20 µM] | 1 | -18
20 | O=c1cc(N2CCCC2)[nH]c(=O)n1-c1ccc(Cl)cc1 | 1 | 5 | 5 | -9 | 5 | -2 | -6[20 µM] | 0 | -6

Continuation.
25	CCC(C)[C@H](NC(=O)NCc1cccc(OC)c1)C(=O)OC (stereo not given in full)
26	O=C(COC(=O)c1cc(S(=O)(=O)N2CCc3ccccc3C2)ccc1Cl)NCc1ccco1
27	CC(=O)Nc1sc(NC(=O)c2ccccc2)nc1-c1cccs1
28	Cc1cccc(Oc2ccc(S(=O)(=O)N3CCCCC3)cc2N)c1

entry no. | 25 | 26 | 27 | 28
BaF3 tox | 5 | 5 | 3 | 7
PPC-1+TRAIL kill | 2 | 8 | 2 | 15
EP2 antag | 3 | 14 | 28&26 | 11
RBBP9 inh | 5 | 0 | 6 | -3
Tb hexokinase | 5 | -4 | -8 | -2
Ba/F3 V617F tox | -1 | -4 | -2 | 3
Furin inhibitor | -17 | -11[20 µM] | -17 | -21
p97 inhibitor | 1 | 2 | 4 | -3
NCF1 inh | 7 | -12 | -25 | 1
